# Compound activity as filed in PubChem.
# MEX-5 binding: C. elegans MEX-5 TCR-2 RNA binding activity; MEX-5/FITC-TCR2 RNA binding, fluorescence polarization; hits give low values; 300,000 tested, 0.38% active; activity score (negative = inhibition of binding), % at 10 µM;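 active = inhibition past about -25% in most replicates, and total fluorescence under double the plate's negative control median, limit read from the data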;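 note: 0% = DMSO and -100% = 5 µM competing unlabeled TCR2 RNA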
# GLD-1 RNA inh: GLD-1-TGE RNA interaction inhibition (C. elegans); 320,000 tested, 0.44% active; Q17339; purified GLD-1 + fluorescein TGE RNA, fluorescence polarization; inhibition, % at 5.96 µM; AID 2280;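 active = percent inhibition above a per-plate cutoff, the plate mean of test compounds plus 3 SD, cut at about 30% in these data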;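 note: 0% = DMSO wells with GLD-1 and probe and 100% = wells lacking GLD-1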
# Target sequence (Q17339 whole entry, looked up): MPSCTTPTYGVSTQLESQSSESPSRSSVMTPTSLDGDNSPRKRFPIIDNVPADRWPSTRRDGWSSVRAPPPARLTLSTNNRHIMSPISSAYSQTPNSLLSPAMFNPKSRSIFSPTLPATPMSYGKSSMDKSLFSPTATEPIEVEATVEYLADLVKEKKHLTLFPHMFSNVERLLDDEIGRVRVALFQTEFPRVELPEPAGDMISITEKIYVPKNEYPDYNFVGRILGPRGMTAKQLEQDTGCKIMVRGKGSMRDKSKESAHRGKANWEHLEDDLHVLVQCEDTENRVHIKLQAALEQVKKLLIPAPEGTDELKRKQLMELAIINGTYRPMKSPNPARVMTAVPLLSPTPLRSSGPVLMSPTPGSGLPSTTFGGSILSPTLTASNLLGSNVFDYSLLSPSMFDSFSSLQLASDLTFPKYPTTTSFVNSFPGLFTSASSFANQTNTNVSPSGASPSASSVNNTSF
# MCL1 BIM primary: MCL1-BIM-BH3 interaction inhibition (human); Q07820; GST-MCL1 / FITC-Bim-BH3 fluorescence polarization; inhibition, % at 10.9 µM; 320,000 tested, 0.68% active;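 active = inhibition above the mean inhibition of all tested compounds plus 3 SD, set per campaign, cut at about 40% in these data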;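 note: 0% = DMSO wells and 100% = unlabeled Bim-BH3 peptide control; higher means more loss of mP so more displacement of Bim peptide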
# GSTO1 counter: blocks human GSTO1 in RBBP9 counter-screen; P78417; recombinant GSTO1, activity-based probe fluorescence polarization; inhibition, % at 5.96 µM; 300,000 tested, 1.1% active;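 active = inhibition above the campaign mean inhibition plus 3 SD, cut at about 35% in these data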;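 note: 0% = GSTO1-1 with DMSO and 100% = wells lacking GSTO1-1 enzyme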
# Target sequence (P78417 whole entry, looked up): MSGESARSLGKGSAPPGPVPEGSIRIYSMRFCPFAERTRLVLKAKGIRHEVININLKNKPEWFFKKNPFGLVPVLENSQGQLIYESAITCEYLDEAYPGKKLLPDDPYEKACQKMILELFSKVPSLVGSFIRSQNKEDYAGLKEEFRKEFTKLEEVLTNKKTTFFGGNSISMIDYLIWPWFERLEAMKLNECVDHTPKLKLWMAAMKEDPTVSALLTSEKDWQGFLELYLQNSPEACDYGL
# Fam108B inh: counter-screen for RBBP9 inhibitors: inhibitors of mouse Fam108B; 300,000 tested, 0.33% active; inhibition, % at 9.51 µM; recombinant Fam108B, FP-Rh probe fluorescence polarization; AID 1947;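 active = inhibition above the screen mean inhibition plus 3 SD, computed separately per campaign, cut at about 18% in these data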;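 note: inhibitors lower polarization as less probe binds the enzyme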
# PME-1 inh: PME-1 (human) inhibition. Q9Y570. AID 2130. 320,000 tested, 0.53% active. recombinant PME-1, FP-Rh probe fluorescence polarization. inhibition, % at 5.9 µM;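 active = inhibition above the campaign mean of all compounds plus 3 SD, cut at about 26% in these data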;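 note: competitive labeling of PME-1 active site by serine hydrolase directed probe; 0% = PME-1 with DMSO and 100% = wells lacking PME-1 enzyme; inhibitors block probe labeling so polarization falls and inhibition rises; many of its hits are not listed in these tables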
# PAD4 FP inh: blocks human protein arginine deiminase 4; inhibition, % at 6.36 µM; 330,000 tested, 0.41% active; Q9UM07; recombinant PAD4, RCA probe fluorescence polarization;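 active = percent inhibition above a cutoff equal to the mean of all tested compounds plus 3 SD, cut at about 15% in these data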;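 note: 0% = PAD4 with RCA probe and DMSO and 100% = probe without PAD4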
# BCLXL inh: blocks human Bcl-xL binding to Bim BH3 peptide; Q07817; GST-Bcl-xL / FITC-Bim BH3 peptide fluorescence polarization; inhibition, % at 10.9 µM; 320,000 tested, 0.7% active; AID 2129;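 active = inhibition above the mean of all tested compounds plus 3 SD, cutoff set per campaign, cut at about 30% in these data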;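 note: 0% = DMSO wells and 100% = unlabeled Bim-BH3 peptide competitor; inhibitors lower millipolarization by displacing the labeled peptide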
# Target sequence (Q07817 whole entry, looked up): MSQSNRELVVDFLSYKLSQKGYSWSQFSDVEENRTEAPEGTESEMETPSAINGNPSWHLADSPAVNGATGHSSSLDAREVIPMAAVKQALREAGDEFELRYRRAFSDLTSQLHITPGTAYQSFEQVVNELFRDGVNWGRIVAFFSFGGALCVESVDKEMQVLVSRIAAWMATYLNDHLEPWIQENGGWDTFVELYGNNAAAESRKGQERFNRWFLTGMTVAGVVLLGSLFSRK
# TPT1 inhibitor: blocks Candida albicans tRNA 2'-phosphotransferase; recombinant caTPT1, FP RNA substrate dephosphorylation; inhibition, % at 5 µM; 300,000 tested, 0.81% active;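 active = inhibition above the mean of all tested compounds plus 3 SD, set per screening campaign, cut at about 24% in these data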;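 note: plate controls were DMSO alone for no effect and ferristatin control at 100 nM for full effect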
# Active calls of the source: *; . = not tested or not shown. An excerpt; count on the stated rates, not on these rows.
entry	smiles	MCL1 BIM primary	Fam108B inh	PME-1 inh	GLD-1 RNA inh	BCLXL inh
1	CCCCOc1ccccc1NC(=O)CSc1nnnn1C(C)(C)C	5	-1	-1	2	0
2	CCCC(=O)Nc1ccc(N2CCN(C(=O)c3cccs3)CC2)cc1	10	0	0	-5	3
3	COc1ccc(CNC(=O)C(=O)NC2CCC(C)CC2)cc1 (stereo not drawn)	-3	0	0	0	7
4	CN1c2ccsc2C(O)=C(C(=S)Nc2ccc(F)c(Cl)c2)S1(=O)=O	17	6	0	1	15
5	O=C(O)c1cccc(-n2cccc2/C=C2\NC(=O)N(Cc3ccc(F)cc3)C2=O)c1	16	5	-2	-10	5
6	Cc1c(NS(=O)(=O)c2cc(C(=O)OCC(=O)N3CCC(C)CC3)ccc2Cl)c(=O)n(-c2ccccc2)n1C	2	7	7	-2	0
7	CNC(=S)N1N=C(c2ccc(Br)cc2)CC1c1ccc(N(C)C)cc1 (stereo not drawn)	-19	4	6	-55	-11
8	COC(=O)CSc1nc(C)cc(N2CCOCC2)n1	-9	-4	4	-10	-7
9	Cc1ccc(S(=O)(=O)N2CCCCC2)cc1C(=O)NCC1CCCO1 (stereo not drawn)	-1	-2	1	0	1
10	O=S(=O)(Nc1cccc2ccccc12)c1ccccc1	-5	1	2	2	-6

entry	TPT1 inhibitor	GSTO1 counter	MEX-5 binding	PAD4 FP inh
1	-2	-3	4.4	-4
2	2	-2	-1.2	-4
3	2	-10	0.6	-2
4	0	-59	-5.4	-2
5	5	-1	-4.7	-4
6	-1	-1	-0.2	-2
7	11	7	13	5
8	4	2	-0.6	-3
9	-1	3	-0.4	-1
10	-1	11	1.7	-7

# Compound profiles, from the list above.
# Entry for COC(=O)CSc1nc(C)cc(N2CCOCC2)n1 → MCL1 BIM primary: -9; Fam108B inh: -4; PME-1 inh: 4; GLD-1 RNA inh: -10; BCLXL inh: -7; TPT1 inhibitor: 4; GSTO1 counter: 2; MEX-5 binding: -0.6; PAD4 FP inh: -3
# Entry for CN1c2ccsc2C(O)=C(C(=S)Nc2ccc(F)c(Cl)c2)S1(=O)=O → MCL1 BIM primary: 17; Fam108B inh: 6; PME-1 inh: 0; GLD-1 RNA inh: 1; BCLXL inh: 15; TPT1 inhibitor: 0; GSTO1 counter: -59; MEX-5 binding: -5.4; PAD4 FP inh: -2
# Entry for CCCCOc1ccccc1NC(=O)CSc1nnnn1C(C)(C)C → MCL1 BIM primary: 5; Fam108B inh: -1; PME-1 inh: -1; GLD-1 RNA inh: 2; BCLXL inh: 0; TPT1 inhibitor: -2; GSTO1 counter: -3; MEX-5 binding: 4.4; PAD4 FP inh: -4

# Additional compounds:
entry	smiles	MCL1 BIM primary	Fam108B inh	PME-1 inh	GLD-1 RNA inh	BCLXL inh
11	COc1cc(NC(=O)c2cccc([N+](=O)[O-])c2C)ccc1NC(=O)c1ccco1	-8	-13	-7	0	-4
12	CC1(c2ccc(OCC#N)cc2)C=C(c2ccc(OCC#N)cc2)n2nc(C(F)(F)F)nc2N1 (stereo not drawn)	5	-12	0	4	2
13	CC(C)c1ccc(C(C)NCCS(=O)(=O)c2ccc(Cl)cc2)cc1 (stereo not drawn)	-4	3	-7	5	2
14	COC(=O)COc1ccc2c(=O)c(Oc3ccccc3)c(C)oc2c1	-2	2	-6	3	5
15	CCOc1nc(NC(C)C)nc(NC(C)C)n1	6	0	0	-3	6
16	COc1ccc(-c2cc(C(F)(F)F)nc(SCc3cccc(C(=O)O)c3)n2)cc1	9	5	-4	-11	8
17	CCc1noc(C)c1C(=O)Nc1sc(C(=O)N(C)C)c(C)c1C#N	8	0	5	-1	4
18	O=C(Nc1cc(Cl)ccc1N1CCCCC1)c1cccs1	-4	-1	-17	4	1
19	O=C(Nc1cc(S(=O)(=O)N2CCOCC2)ccc1N1CCCC1)C1COc2ccccc2O1 (stereo not drawn)	0	1	-3	-2	-3
20	CC(=O)Nc1ccc(C2(c3ccc(NC(C)=O)cc3)NC(=O)c3ccccc32)cc1	7	-3	1	1	2

entry	TPT1 inhibitor	GSTO1 counter	MEX-5 binding	PAD4 FP inh
11	0	-6	0.7	-11
12	1	-19	2.4	-8
13	1	9	2.8	2
14	-4	7	-4.3	0
15	-5	-1	-0.6	-4
16	-6	-2	0.7	-1
17	-1	-4	-5.0	-3
18	0	-3	3.0	-2
19	0	13	4.7	2
20	2	4	-1.0	0

# Remaining list, next part
entry	smiles	MCL1 BIM primary	Fam108B inh	PME-1 inh	GLD-1 RNA inh	BCLXL inh
21	COc1ccc(C)cc1NS(=O)(=O)c1cn(C)c(=O)n(C)c1=O	-1	1	-1	4	0
22	CCOC(=O)c1cnn(-c2cc(C)nc3c(-c4ccccc4)c(C)nn23)c1N	5	0	-3	-2	3
23	CCc1ccc(C2=NNC(=Nc3c(C)n(C)n(-c4ccccc4)c3=O)SC2)cc1	2	4	0	0	9
24	Cc1ccn2cc(CCNC(=O)C3CC=CCC3C(=O)O)nc2c1 (stereo not drawn)	2	2	-1	0	3
25	Cc1cc(S(=O)(=O)NCc2ccco2)c(C)cc1Cl	-3	-3	2	9	2
26	COc1ccc(NC(=O)c2nnn(Cc3ccc(SC)cc3)c2N)c(OC)c1	-3	-2	1	0	2
27	COC(=O)C(C(=O)OC)=C(/C=C/N(C)C)N(C)C	8	-2	2	3	5
28	Cc1ccc(C(=O)/C=C2\NCCNC2=O)cc1	0	3	0	-14	2
29	COc1ccccc1NC(=O)C1CCCN(c2ncnc3c2nc2n3CCCCC2)C1 (stereo not drawn)	2	-5	1	-3	4
30	CCN1C(=O)CC(NCc2ccc(S(N)(=O)=O)cc2)C1=O (stereo not drawn)	0	7	2	3	2

entry	TPT1 inhibitor	GSTO1 counter	MEX-5 binding	PAD4 FP inh
21	1	1	1.2	-7
22	-4	-9	-2.9	-3
23	-1	2	1.8	1
24	1	4	-1.2	-7
25	1	0	1.1	-2
26	0	0	-0.2	3
27	3	5	0.5	-3
28	2	0	-2.5	-1
29	-2	-4	-0.8	-2
30	-6	3	-0.2	1

# Following part:
entry	smiles	MCL1 BIM primary	Fam108B inh	PME-1 inh	GLD-1 RNA inh	BCLXL inh
31	Clc1ccccc1Sc1ccc(-c2ccccn2)s1	5	-3	0	2	2
32	O=C(N/C(=C/c1ccccc1)C(=O)N1CCOCC1)c1ccc([N+](=O)[O-])cc1	12	-3	-7	5	4
33	Cc1cc(N(C)/N=C/c2ccccc2)nc(-c2ccccc2O)n1	0	-5	-1	4	4
34	COc1ccccc1N1CCN(C2CCC(C)CC2)CC1 (stereo not drawn)	5	-1	5	1	3
35	CCCCc1nnc(NC(=O)CS(=O)(=O)Cc2ccccc2)s1	5	-1	-2	3	5
36	S=C(NCCc1ccccc1)Nc1nccs1	1	-4	0	-6	1
37	CCc1ccc(/C=C2\SC(=S)N(CCC(=O)Nc3cc(C)on3)C2=O)cc1	-31	-2	-4	-16	-17
38	O=C(NN/C(=N/S(=O)(=O)c1ccc(Cl)cc1)c1ccccc1)c1ccc(O)cc1	10	-2	0	4	2
39	Cc1ccc(/C=c2\s/c(=C(/C#N)C(=O)N3CCCC3)n(Cc3ccco3)c2=O)s1	29	7	3	-8	13
40	Cc1ccc(N(Cc2ccccc2F)S(C)(=O)=O)c(C)c1	-4	5	4	-12	0

entry	TPT1 inhibitor	GSTO1 counter	MEX-5 binding	PAD4 FP inh
31	4	2	1.1	-6
32	-3	3	2.9	-5
33	-1	15	1.5	0
34	1	6	0.6	1
35	3	-1	-0.1	0
36	-1	13	2.2	0
37	23	11	8.8	4
38	-5	-10	-2.1	-1
39	14	4	-14	-4
40	-2	-6	-1.3	-3

# (next part)
entry	smiles	MCL1 BIM primary	Fam108B inh	PME-1 inh	GLD-1 RNA inh	BCLXL inh
41	O=C1CSC(c2cn(-c3ccccc3)nc2-c2cc3ccccc3oc2=O)N1Cc1ccco1 (stereo not drawn)	0	1	-1	-1	3
42	Cc1cc(C)n2nc(S(=O)(=O)NC3CCCCC3)nc2n1	4	1	-4	4	8
43	CN(C)CCN(C(=O)c1ccc2c(c1)OCCO2)c1nc2c(Cl)cccc2s1	5	-2	2	5	4
44	CNC(=O)c1cc(NC(=O)CCn2nc(-c3ccc(C)cc3)c3ccccc3c2=O)ccc1OC	-4	0	1	2	-1
45	O=C(c1cc(S(=O)(=O)N2CCCCC2)ccc1F)N1CCCCC1	-6	-3	4	-1	3
46	COc1ccc(CN(C(=O)c2oc3ccccc3c2C)C2CCS(=O)(=O)C2)cc1OC (stereo not drawn)	4	1	4	4	2
47	Cc1nc2ccccc2n1Cc1ccccc1	-3	-4	-1	-6	0
48	CC(C)CC(=O)Nc1nnc(S(=O)(=O)N(C)c2ccc(Cl)cc2)s1	3	3	4	2	4
49	O=C(O)CCc1nc(-c2ccccc2)no1	-6	-1	-7	4	-1
50	NC1=NC(=O)/C(=C/c2ccc(Br)cc2)S1	7	1	3	-1	4

entry	TPT1 inhibitor	GSTO1 counter	MEX-5 binding	PAD4 FP inh
41	6	-6	3.1	-1
42	-2	1	-2.0	0
43	-6	2	5.3	4
44	-2	-4	-0.7	-8
45	0	-1	0.8	-4
46	-6	-9	.	1
47	2	-15	2.7	-3
48	3	-22	-1.8	-3
49	1	-1	-0.1	-4
50	-2	-3	-4.6	0

# The list goes on:
entry	smiles	MCL1 BIM primary	Fam108B inh	PME-1 inh	GLD-1 RNA inh	BCLXL inh
51	CC(CN1CCOCC1)OC(=O)CCc1ccccc1 (stereo not drawn)	-3	-1	0	-3	-1
52	O=C(c1cc2c(ccc3ccccc32)oc1=O)N1CCCC1	-1	-2	-9	0	-3
53	CCc1c(C)nc(SCC(=O)NNC(=O)Cc2ccc(OC)cc2)[nH]c1=O	-9	0	1	3	-5
54	O=C(NCc1ccc2c(c1)OCO2)c1cccc(F)c1	13	-3	-2	-1	7
55	Cc1c(C)c2ccc(OC(C)C(=O)NCCc3c[nH]c4ccccc34)cc2oc1=O (stereo not drawn)	-5	3	5	2	-1
56	O=C(Cn1c(SCC(=O)N2CCCc3ccccc32)nc2ccccc21)N1CCCC1	-3	1	7	-4	5
57	CCOC(=O)c1cc(-c2ccc(F)cc2)n(CCC(=O)NC2CCN(Cc3ccccc3)CC2)c1C	2	-4	0	-4	2
58	CCCCN(CCO)c1ncnc2sc(-c3ccccc3)cc12	6	1	2	-11	5
59	COCC1CCCCN1C(=O)c1cccc(OC2CCN(C(=O)C3CC3)CC2)c1 (stereo not drawn)	10	-3	-3	-5	2
60	Cc1onc(-c2ccccc2Cl)c1C(=O)NCc1ccc(F)cc1	4	-2	3	8	8
61	COc1cc2c(cc1OC)C1(Nc3c-2c(Cc2ccccc2)nn3-c2ccccc2)C(=O)Nc2ccccc21 (stereo not drawn)	-12	5	-6	-9	-3
62	COc1ccc(C)cc1NC(=O)CO/N=C(\N)CC(=O)Nc1ccccc1OC	-19	.	7	-3	-15

entry	TPT1 inhibitor	GSTO1 counter	MEX-5 binding	PAD4 FP inh
51	-1	-2	-0.7	-4
52	1	-4	1.8	-2
53	-4	12	0.5	-2
54	-4	15	0.1	2
55	0	1	0.2	4
56	-1	0	-0.9	-2
57	0	-3	0.2	-8
58	-2	-2	1.0	-3
59	-6	0	0.6	4
60	0	6	1.9	0
61	5	-13	3.9	1
62	.	.	.	-1

# Along the list, quoted from above.
# Fam108B inh for nos. 53 to 60, in order: 0, -3, 3, 1, -4, 1, -3, -2
# PME-1 inh for nos. 53 to 60, in order: 1, -2, 5, 7, 0, 2, -3, 3
